PG9 Ab binder: binders of HIV-1 gp120 antibody PG9, primary screen, biochemical, TR-FRET | 360,000 compounds, 0.43% hits | TR-FRET gp120-PG9 antibody binding | inhibition, % at 6.7 µM | HIV-1 gp120 / PG9 antibody interaction; in the data active means inhibition above about 8.5%
hgDAF12 agonist: H. glycines DAF-12 receptor agonists, primary screen, cell-based, luminescence, HEK293, GAL4 fusion, UAS-luciferase | Nuclear hormone receptor DAF-12 (Heterodera glycines), GAL4 fusion | HEK293 GAL4-hgDAF12 UAS-luciferase reporter, agonist luminescence; normalized to butyrate control | AID 687014, 2013 | 370,000 compounds, 1.8% hits | activation, % at 6.8 µM;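 active means activation above a cutoff set at the mean of all screened compounds plus 3 SD, cut at about 10% in these data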;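 further: 0% = DMSO wells and 100% = sodium butyrate wells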
hcDAF12 agonist: H. contortus DAF-12 nuclear receptor activators, primary screen, cell-based, luminescence, HEK293, lit1-tk-luc reporter | activation, % at 6.8 µM | AID 652067, 2013 | 370,000 compounds, 1.4% hits | HEK293 hcDAF-12 lit1-tk-luc reporter; 0% DMSO, 100% Δ7-dafachronic acid;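 active means activation above the mean of all tested compounds plus 3 SD, cut at about 5.5% in these data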;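 further: 100% = response to 3 µM Δ7-dafachronic acid high control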
GC-A act: GC-A stimulated cGMP production enhancers – HEK293 GC-A cells, cGMP TR-FRET, EC30 ANP, primary screen; 0% at EC30 ANP, 100% saturating ANP; 370,000 compounds, 0.14% hits; activation, % at 10 µM; in the data active means activation above about 40%
DAX1 inh-1: DAX1 (NR0B1) inhibitors on StAR promoter, primary screen, cell-based, luminescence, SF-1 (NR5A1), full-length DAX-1; HEK293T StAR-luciferase reporter, SF-1/DAX-1 repression relief; inhibition, % at 6.8 µM; 370,000 compounds, 1.1% hits; AID 652010, 2013;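 active means inhibition above the mean over all tested compounds plus 3 SD, cut at about 3.6% in these data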;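 further: 0% = DAX-1 cells with DMSO and 100% = cells lacking DAX-1 with DMSO; higher inhibition means more luminescence from relief of DAX-1 repression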
FXN GAA850 act: FXN promoter activators, primary screen, cell-based, luciferase luminescence, HEK293 lucGAA850; HEK293 lucGAA850 FXN promoter luciferase reporter, 24 h; percent of 10 µM SAHA response; activation, % at 6 µM; 360,000 compounds, 0.56% hits; AID 540364, 2011;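 active means activation above the average of all compounds screened plus 3 SD, cutoff fixed separately per campaign, cut at about 7.5% in these data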;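 further: 0% = DMSO wells and 100% = 10 µM SAHA wells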
ssDAF12 agonist: S. stercoralis DAF-12 nuclear receptor activators, primary screen, cell-based, luminescence, HEK293, GRIP1 co-expression, lit1-tk-luc | HEK293 ssDAF-12/GRIP1 lit1-tk-luc reporter; % of 3 µM dafachronic acid response | Nuclear hormone receptor DAF-12 (Strongyloides stercoralis) | 370,000 compounds, 1% hits | AID 652126, 2013 | activation, % at 6.8 µM;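 active means activation above the mean over all tested compounds plus 3 SD, cut at about 0.9% in these data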;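 further: 0% = DMSO-only wells and 100% = 3 µM delta7-dafachronic acid wells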
ADAM10 inh: human ADAM10 inhibitors, primary screen, biochemical, QFRET, HTS | recombinant ADAM10, EDANS/DABCYL FRET peptide cleavage, 3 h | inhibition, % at 7 µM | 370,000 compounds, 0.62% hits;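 active means inhibition above a per-campaign cutoff equal to the mean of compounds falling between control-based bounds plus 3 SD, cut at about 20% in these data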;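 further: 0% = DMSO wells while the 100% control is not disclosed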
SMARCA2 act: SMARCA2 (BRM) function activators, primary screen, cell-based, luminescence, high throughput; MG213 cells, MMTV-luciferase reporter, dexamethasone, overnight; activation, % at 9.1 µM; 370,000 compounds, 1% hits; AID 652017, 2013; in the data active means activation above about 7.8%;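 further: 0% = vehicle wells and 100% = reference activator wells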
ADAM17 inh: ADAM17 inhibitors, primary screen, biochemical, QFRET | recombinant ADAM17, EDANS/DABCYL FRET peptide cleavage | inhibition, % at 6.95 µM | 370,000 compounds, 0.83% hits | AID 720648, 2013;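 active means inhibition above the mean of compounds lying between control limits plus 3 SD, set per campaign, cut at about 8.5% in these data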;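 further: 0% = DMSO-only wells as the low control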
Target sequence (P78536 215-824 limits assumed): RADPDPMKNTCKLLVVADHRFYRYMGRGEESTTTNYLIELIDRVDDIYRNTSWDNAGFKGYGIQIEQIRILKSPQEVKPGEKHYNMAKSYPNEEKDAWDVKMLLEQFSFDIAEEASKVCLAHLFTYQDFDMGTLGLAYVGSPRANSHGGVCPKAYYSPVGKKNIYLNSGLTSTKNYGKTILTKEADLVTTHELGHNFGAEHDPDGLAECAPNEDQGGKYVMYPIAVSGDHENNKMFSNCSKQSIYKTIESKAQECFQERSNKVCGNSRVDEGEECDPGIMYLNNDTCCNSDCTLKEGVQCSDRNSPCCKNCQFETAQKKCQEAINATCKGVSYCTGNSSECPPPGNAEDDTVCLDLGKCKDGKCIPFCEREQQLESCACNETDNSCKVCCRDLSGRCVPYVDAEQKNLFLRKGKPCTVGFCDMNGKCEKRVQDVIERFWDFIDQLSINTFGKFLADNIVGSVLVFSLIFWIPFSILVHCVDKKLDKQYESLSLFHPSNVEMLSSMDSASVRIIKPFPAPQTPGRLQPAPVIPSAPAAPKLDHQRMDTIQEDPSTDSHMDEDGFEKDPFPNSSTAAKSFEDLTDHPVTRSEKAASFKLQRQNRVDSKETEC
DAX1 inh-2: DAX1 (NR0B1) inhibitors, primary screen, cell-based, HEK293, Gal4-DAX1, luciferase luminescence | Nuclear receptor subfamily 0 group B member 1 (Homo sapiens), P51843 | HEK293 Gal4-DAX1 luciferase reporter | inhibition, % at 6.75 µM | 340,000 compounds, 0.99% hits | AID 504766, 2011;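 active means inhibition above the mean over all tested compounds plus 3 SD, cut at about 4.2% in these data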;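 further: 0% = DAX1-transfected cells with DMSO and 100% = empty-vector control cells with DMSO; inhibition shows as a rise in luminescence from relieved DAX1 repression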
Target sequence (P51843 207-470 limits assumed): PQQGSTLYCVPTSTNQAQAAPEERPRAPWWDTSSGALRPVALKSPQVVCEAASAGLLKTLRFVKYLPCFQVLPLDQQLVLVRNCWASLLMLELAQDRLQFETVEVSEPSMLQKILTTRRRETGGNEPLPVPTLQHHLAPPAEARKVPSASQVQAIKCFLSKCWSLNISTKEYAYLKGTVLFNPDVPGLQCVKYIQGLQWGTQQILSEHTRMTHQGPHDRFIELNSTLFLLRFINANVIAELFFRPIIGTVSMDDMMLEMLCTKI
* hit, by the source's call; i = inactive; x = no result given. Random draw from the library; any-hit rate near 6.8%.

Compound	PG9 Ab binder	hgDAF12 agonist	hcDAF12 agonist	GC-A act	DAX1 inh-1	FXN GAA850 act	ssDAF12 agonist	ADAM10 inh	SMARCA2 act	ADAM17 inh	DAX1 inh-2
Cc1cccc(CN2CCN(C3CN(CCc4ccccc4)S(=O)(=O)C3)CC2)c1 (centres undefined)	3.9	3.7	-2.5	-3	1.0	x	-1.1	-2	-7	7	x
Cc1cc(=O)[nH]c2c3ccccc3nn12	0.2	-2.3	1.1	0	-0.2	-0.8	-1.1	-25	-2	-4	0.8
CN(c1ccc(OCCOc2ccccc2Cl)cc1)S(=O)(=O)c1ccccc1	-2.1	-0.8	-1.3	0	-2.4	0.3	-1.8	-4	-2	0	-0.2
O=C(C[C@H]1C/C=C\CC[C@@H](Cc2ccc(F)cc2)C(=O)O[C@@H](c2ccccc2)CNC1=O)N[C@@H](CO)Cc1ccccc1	1.0	-1.9	-1.6	-2	0.1	-0.3	-1.2	-17	-1	-6	0.9
CCc1nc2ccc(C(=O)NCc3cccs3)cn2c1N(CC)CCN(C)C	0.6	10	-0.6	0	0.2	2.7	-0.7	-15	-4	-5	x
COC(=O)[C@]12C[C@H](CC(=O)NCc3ccc(C)o3)C(=O)N(Cc3ccco3)C1=C[C@H](COCc1ccccc1)O[C@@H]2C	x	1.7	-2.2	-4	-1.0	x	-0.8	8	-3	3	x
COC(=O)C1CN(CC(C)C)CCS(=O)(=O)N1Cc1ccc(Cl)cc1 (centres undefined)	x	0.3	-1.1	-2	0.3	x	-2.0	12	4	1	x
OC(c1ccccc1)C1(c2ccccc2)CCN(Cc2ccccc2)CC1 (centres undefined)	-0.9	4.2	3.3	-5	2.2	x	-0.7	2	-2	-3	x
CC(=O)N1c2ccc(S(=O)(=O)NCCC(=O)Nc3ccc(OC(F)(F)F)cc3)cc2CC1C (centres undefined)	-0.8	-3.7	-3.1	-6	-0.6	-1.2	-1.3	4	-3	-2	-0.2
COC(=O)c1ccccc1NC(=O)CCNC(=O)Cn1cnc2ccccc2c1=O	0.1	1.0	-1.2	0	-0.2	-0.7	-0.6	1	-1	0	1.4
COc1cc(/C=C(\C#N)c2nc3ccccc3[nH]2)cc(OC)c1O	-22	5.3	-2.1	8	-0.3	0.5	-1.3	-31	8.2*	-12	1.2
CC(=O)c1sc2nsc(SCCN3CCCCC3)c2c1N	-0.8	-1.2	0.1	-4	0.3	1.4	-1.1	-16	-2	-6	x
Cc1ccc2nc(SCC(=O)Nc3ccc(F)c([N+](=O)[O-])c3)[nH]c2c1	0.7	-0.2	-0.7	0	-0.5	0.3	-1.1	17	1	8	-0.4
NNC(=O)c1ccc(COc2cccc3cccnc23)cc1	1.6	1.9	-0.6	-2	-0.6	0.1	-2.0	0	-2	-6	0.0
Cc1ccc(CN(c2ccc(C(=O)Nc3cccnc3)cc2)S(C)(=O)=O)cc1	0.2	-0.5	-1.1	-4	-0.7	-1.6	-1.6	1	-1	0	-0.8
COc1cc(CCC(=O)OCC(=O)Nc2cc(S(=O)(=O)N3CCOCC3)ccc2Cl)cc(OC)c1OC	-1.0	0.6	-2.1	1	2.1	3.2	-1.2	-5	0	1	0.3
CSCc1ccc(C(=O)OCC(=O)NC2CCCC2)o1	2.8	-0.8	0.3	-2	-0.1	-0.3	-0.9	-13	1	-3	0.2
O=C(O)c1cccc(Cn2cccn2)c1	1.0	1.4	0.2	10	0.3	1.7	-0.4	-8	-2	0	0.1
Cc1ccc(CSCCNC(=O)c2ccc(N(C)S(=O)(=O)c3ccccc3)cc2)cc1	-0.5	2.2	-0.2	5	0.0	-2.6	-0.6	15	-1	2	-0.9
C/C(=N/OC(=O)C1CC12CCC2)c1ccc(Br)cc1 (centres undefined)	-0.6	1.0	-1.6	2	-0.3	0.6	-1.3	-2	-2	-4	-0.8
CC(NC(=O)c1cn(C(C)c2ccccc2F)nn1)c1ccncc1 (centres undefined)	0.6	2.1	0.2	0	0.2	2.7	-1.2	-4	1	-4	0.0
COc1ccc2cc(C#N)c(Cl)nc2c1	0.6	5.0	0.7	0	0.0	0.0	-1.6	-69	-3	-14	x
CCOc1cc(S(=O)(=O)Nc2cc(C)cc(C)c2)ccc1Cl	-3.3	-0.7	-2.7	-3	-1.7	-0.1	-1.5	36*	-6	20*	0.1
CCOC(=O)COc1ccc2nsnc2c1Cl	-0.4	-1.7	-1.8	-1	-0.6	-0.9	-0.7	-258	1	-91	0.2
CCc1ccc(CN/C=C/C(=O)c2ccc(Br)cc2)cc1	-1.5	0.4	-0.2	-2	-0.6	0.7	-1.6	0	1	0	1.0
COC(=O)c1cc2c(C)nn(-c3ccccc3)c2s1	0.6	1.0	4.1	0	-0.2	2.5	-0.2	-27	0	-14	1.4
Cc1ccccc1N1CCN(CC(=O)NCc2ccc(Cl)cc2)CC1	-3.6	-1.9	0.6	-3	-0.3	0.9	-0.9	5	-2	1	1.3
Cc1ccc(-n2nc3c(N4CCC(C(=O)N5CCC(C(N)=O)CC5)CC4)nnc(C)c3c2C)cc1	-0.2	2.7	-0.4	7	0.1	0.1	-1.2	-115	0	-27	-0.5
COc1ccc(S(=O)(=O)Nc2ccc(O)c(Sc3ncn[nH]3)c2)cc1	-1.2	-1.0	-1.6	4	-0.6	-0.2	-1.7	-4	-3	-2	1.1
CCCCCCNC(=O)O[C@H]1C[C@@H]2C(=O)N(c3ccccc3)C(=O)[C@@H]2[C@@H]2CN(S(=O)(=O)c3ccc(C)cc3)C[C@]12O	-2.1	1.6	1.3	2	-0.2	0.0	0.0	12	2	4	2.5
c1ccc(CNc2ncnc3c2cnn3Cc2ccccc2)cc1	0.1	0.8	-3.1	3	-1.6	-4.4	-1.5	8	6	4	-2.6
COC(=O)c1ccc(-c2ccc(/C=N/NC(=O)Cc3nnc(N)s3)o2)cc1	-1.2	2.8	4.6	0	0.7	1.4	-0.4	-293	-4	-105	3.6
O=C(NCCc1ccc(F)cc1)c1ccc(NS(=O)(=O)c2ccc3[nH]c(=O)[nH]c3c2)cc1	1.8	3.1	0.1	1	-1.8	0.4	-1.0	0	0	-2	1.0
Cc1ccc(NC(=S)NNC(=O)c2ccc(N3CCOCC3)c([N+](=O)[O-])c2)cc1C	-2.2	-1.0	-0.9	0	-0.3	4.2	-0.3	14	-2	7	0.9
CC1=Nc2ccccc2/C1=C\c1nc(-c2ccc(C(F)(F)F)cc2)oc1O	-0.2	1.6	0.7	12	-0.5	-1.7	-1.1	-9	1	-7	1.6
CC(C)CN(C(=O)COC(=O)/C=C/c1cccs1)c1c(N)n(Cc2ccccc2)c(=O)[nH]c1=O	-1.4	-1.0	-1.7	1	-1.3	-1.9	-1.2	-1	0	-4	0.7
Fc1ccc(CNc2ncccn2)cc1	-1.7	1.5	-0.8	0	0.2	3.3	-1.0	5	-1	-4	-1.7
Cc1cc(C)nc(SCC(=O)c2c(N)n(C)c(=O)n(C)c2=O)n1	-2.4	1.1	-0.2	1	0.3	3.3	-1.9	-4	-2	-4	1.2
CCOc1ccc(C2c3cc(OC)c(OC)cc3CC(=O)N2c2ccccc2)cc1 (centres undefined)	0.0	-0.9	-2.5	0	-1.5	1.4	-1.4	-4	1	-3	-0.5
Nc1nc2ccc(O)cc2s1	-2.4	-2.6	-0.9	-5	0.1	-1.8	-0.8	8	-1	4	-1.9
COc1cc(OC)cc(-c2c(C#Cc3ccsc3)c3cc(Br)ccc3n2C)c1	-1.1	0.1	-0.9	-2	-0.3	2.1	-1.1	-42	1	-11	-0.3
CCCCNC(=O)C1c2ccccc2OCC(=O)N1CCc1ccc(OC)c(OC)c1 (centres undefined)	1.0	3.0	0.1	2	-0.2	x	-1.1	-10	-2	-4	x
Cc1cccc(N2CCN(S(=O)(=O)c3ccc4c(c3)CC(=O)N4C)CC2)c1C	-2.0	2.5	-0.6	-2	-1.5	0.3	-1.1	21*	-3	1	0.3
COc1ccc(/C(O)=C/C(=O)C(=O)Nc2c(C)n(C)n(-c3ccccc3)c2=O)cc1	-2.4	1.2	0.3	-1	-1.1	-2.1	-1.3	7	4	1	-0.5
O=C(c1cc(Br)ccc1Cl)N1CCN(c2ccc(N3CCOCC3)nn2)CC1	-1.1	-1.4	-1.8	-2	1.1	-1.1	-0.9	i	0	-179	0.4
CC12CCC(C(=O)N3CCOCC3)([C@H](Br)C1=O)C2(C)C (some centres undefined)	-0.2	0.0	0.0	2	0.5	1.2	-1.5	-7	-2	-6	x

Bioassay records from PubChem BioAssay.
